LEDGF integ inh – blocks HIV-1 LEDGF/p75-dependent DNA integration. TR-FRET IN-LEDGF/p75 DNA integration, Eu/Cy5. inhibition, % at 3.7 µM. 0.64% of 370,000 active. AID 743269;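 active = inhibition above the screen-wide mean plus 3 SD, cut at about 13% in these data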;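 also: signal is the Cy5 over europium emission ratio at 671 and 618 nm; 0% = plate median of compound wells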
mABHD4 FP – inhibits mouse alpha/beta hydrolase domain 4; Q8VD66; purified mABHD4, FP-Rh probe fluorescence polarization; inhibition, % at 8.92 µM; 0.54% of 370,000 active;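 active = inhibition exceeding the mean over every tested compound plus 3 SD, cut at about 30% in these data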;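 also: 0% = plate median of compound wells and 100% = S159A mutant with DMSO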
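Doses – 8.92 µM, single dose · Material – wild-type mouse ABHD4 protein · Replication – single well per compound (singlicate) · Measure – percent inhibition of probe binding, normalized to plate controls · Schedule – 45 min compound pre-incubation plus 60 min probe step, 25 °C · Detection – fluorescence polarization with parallel and perpendicular emission, 525/598 nm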
PG9 binder – PG9 antibody binding by small molecule; TR-FRET gp120-PG9 antibody binding; AID 624416; 0.43% of 360,000 active; inhibition, % at 6.7 µM; in the data active = inhibition above about 8.5%
rCAG binder – r(CAG) repeat RNA binding. 1.3% of 370,000 active. TO-PRO-1 dye displacement fluorescence. AID 651821. inhibition, % at 3 µM;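 active = inhibition above the plate cutoff, the mean of all test compounds on that plate plus 3 SD, cut at about 35% in these data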;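 also: 0% = DMSO alone and 100% = 100 µM mitoxantrone as full dye displacement; higher means more dye released from RNA so lower well fluorescence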
TDP2 absorb – TDP2 (human) inhibition, absorbance primary screen; recombinant TDP2, T5PNP hydrolysis, p-nitrophenol absorbance 415 nm; inhibition, % at 12.8 µM; 0.34% of 370,000 active; AID 720702;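 active = inhibition above the mean of all tested compounds plus 3 SD, set per campaign, cut at about 25% in these data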;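 also: 0% = DMSO with enzyme and 100% = buffer with substrate but no TDP2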
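System – recombinant human TDP2 · Amount – 120 nM TDP2 per well · Buffer or medium – Mg2+-containing Tris-HCl buffer, pH 7.5 · Reagent – T5PNP substrate, 5 mM · Dosing – 12.8 µM single point, 1% DMSO · Incubation – 2 h at 37 °C · Measured by – epi absorbance · Read-out basis – percent inhibition · Benchmarks – high control without enzyme, low control DMSO plus TDP2 · Repeats – singlicate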
Rev-erbA mod – Rev-erb alpha (human) modulation; activity, % at 10 µM; Rev-erbα–FITC-DNA binding, fluorescence polarization, 90 min; 0.79% of 370,000 active;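 active = activity above about 14%, limit read from the data; passing the limit was not always enough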;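 also: 0% = DMSO wells with 35 nM protein and 100% = DMSO wells with 750 nM protein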
SIAE inh – blocks human sialic acid acetylesterase | 0.69% of 370,000 active | Q9HAT2 | SIAE FP-Rh probe binding, fluorescence polarization | AID 1053197 | inhibition, % at 9.66 µM;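 active = inhibition above a cutoff: mean of compounds within the control limits plus 3 SD of those, cut at about 17% in these data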;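 also: 0% = plate median of compound wells and 100% = probe without SIAE protein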
Target sequence (Q9HAT2 whole entry, looked up): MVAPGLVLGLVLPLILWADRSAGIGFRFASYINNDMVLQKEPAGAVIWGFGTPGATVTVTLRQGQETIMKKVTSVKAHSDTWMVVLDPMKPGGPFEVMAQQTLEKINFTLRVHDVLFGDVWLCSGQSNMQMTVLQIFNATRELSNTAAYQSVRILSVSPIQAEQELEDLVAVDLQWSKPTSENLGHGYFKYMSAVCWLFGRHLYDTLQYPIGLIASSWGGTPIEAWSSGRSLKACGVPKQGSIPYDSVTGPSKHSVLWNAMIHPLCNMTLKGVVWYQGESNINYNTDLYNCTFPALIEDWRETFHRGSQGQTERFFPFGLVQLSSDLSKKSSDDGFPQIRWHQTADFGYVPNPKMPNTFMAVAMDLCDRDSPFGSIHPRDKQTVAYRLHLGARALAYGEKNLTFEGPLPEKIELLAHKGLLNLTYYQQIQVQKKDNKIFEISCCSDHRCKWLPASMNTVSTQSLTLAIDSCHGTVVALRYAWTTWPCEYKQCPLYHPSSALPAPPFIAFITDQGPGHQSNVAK
PRMT1 inh – blocks human protein arginine methyltransferase 1 | inhibition, % at 2.79 µM | 1.3% of 370,000 active | recombinant PRMT1, activity-based probe fluorescence polarization | Q99873;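 active = inhibition above about 21% made by adding two undisclosed values, limit read from the data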
HTRA1 inhibitor – inhibitors of human serine peptidase HTRA1 | Q92743 | recombinant HTRA1, FP-rhodamine activity-based probe, fluorescence polarization | inhibition, % at 5.96 µM | 0.5% of 340,000 active; in the data active = inhibition above about 36%;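 also: 0% = enzyme with DMSO and 100% = wells lacking enzyme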
Target sequence (Q92743 whole entry, looked up): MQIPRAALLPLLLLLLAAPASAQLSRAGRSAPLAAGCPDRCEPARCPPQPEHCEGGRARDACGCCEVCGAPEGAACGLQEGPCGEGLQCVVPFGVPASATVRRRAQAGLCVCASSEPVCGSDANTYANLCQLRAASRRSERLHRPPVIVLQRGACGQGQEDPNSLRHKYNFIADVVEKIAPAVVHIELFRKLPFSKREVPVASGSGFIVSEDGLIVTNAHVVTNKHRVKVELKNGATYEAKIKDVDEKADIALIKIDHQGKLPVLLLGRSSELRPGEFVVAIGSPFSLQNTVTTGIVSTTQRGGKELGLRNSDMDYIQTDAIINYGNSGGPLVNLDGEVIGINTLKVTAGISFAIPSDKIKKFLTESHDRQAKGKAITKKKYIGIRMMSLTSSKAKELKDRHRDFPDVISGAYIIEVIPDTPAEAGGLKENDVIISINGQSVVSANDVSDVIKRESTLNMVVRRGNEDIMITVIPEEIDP
TCR CD3 inh – inhibitors of human TCR-CD3 interaction; 0.37% of 360,000 active; inhibition, % at 9.4 µM; AID 651800; TAMRA-labeled TCR probe fluorescence, biochemical; in the data active = inhibition above about 19%;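 also: recombinant mutant TCR 2C K166C tagged with TAMRA read by polarization; 0% = receptor in buffer alone and 100% = receptor with positive control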
Starred values were filed as active, the others as inactive; / = no result given.

SMILES	LEDGF integ inh	mABHD4 FP	PG9 binder	rCAG binder	TDP2 absorb	Rev-erbA mod	SIAE inh	PRMT1 inh	HTRA1 inhibitor	TCR CD3 inh
CN(CC(=O)N1CCN(c2ccccc2)CC1)C1CCCc2ccccc21 (stereo not given)	3	1	-3.0	-9	-1	0	3	-1	0	0
COc1ccc(C(=O)NCC(=O)NCCc2c[nH]c3ccccc23)cc1OC	-7	-5	-0.1	-3	3	2	3	3	-2	2
CC(C)CNC(=O)c1ccccc1NC(=O)c1ccccc1N(C)S(C)(=O)=O	-2	3	1.3	-5	-7	-1	4	1	2	-8
Cc1ccc(NS(=O)(=O)c2ccc(-c3coc(C)n3)cc2)c(Br)c1	-2	4	0.7	8	5	5	1	-3	-12	8
COc1ccc(CC(=O)NC(C)c2nnc(SCCOc3ccc(OC)cc3)n2C)cc1 (stereo not given)	3	-6	0.5	-6	-6	0	7	-4	-5	7
O=C(NCCc1c[nH]c2ccccc12)c1cnc2sccn2c1=O	5	-3	-0.9	6	-13	-6	-3	-3	3	1
COc1ccc(S(=O)(=O)N(c2onc(C)c2Cl)S(=O)(=O)c2ccc(OC)cc2)cc1	-3	4	0.3	5	5	3	5	2	-3	2
COc1ccc(/C=C/C(=O)OCC(=O)NC(C)CCc2ccccc2)cc1 (stereo not given)	-2	0	-0.7	0	-2	0	-3	0	-11	-1
O=C1CCC/C=C/C[C@@H](CC(=O)N(CCO)Cc2ccccc2)C(=O)NC[C@@H](c2ccccc2)O1	-4	3	0.2	-7	-2	-2	1	1	2	3
C[C@H](CO)N1C[C@H](C)[C@@H](CN(C)S(=O)(=O)c2ccc(F)cc2)OCc2cn(nn2)CCCC1=O	0	5	-0.1	0	-1	6	1	3	8	0
CCN(CC)Cc1c(O)ccc2cc(-c3nc4ccccc4n3C)c(=O)oc12	-4	-3	4.5	5	-28	-13	9	4	7	0
CCCNC(=S)N1CCC(c2nc3cc(C)c(C)cc3[nH]2)CC1	1	1	-1.7	-1	1	1	-3	3	3	3
O=C(O)c1cnc(-c2ccccc2)nc1Oc1ccccc1	3	4	-1.9	2	3	-5	-1	2	0	2
O=c1oc(CCCO)cc2ccc(C#CC3(O)CCCCC3)cc12	3	3	-0.2	-5	0	-1	-5	0	-6	-1
Cc1cc(NS(=O)(=O)c2ccc(NC(=O)CN3C(=O)c4ccccc4C3=O)cc2)nc(C)n1	2	5	0.2	6	-7	2	-5	-3	7	3
COC(=O)C(CC(C)C)NC(=O)/C=C/c1ccc(Cl)cc1 (stereo not given)	1	-9	-1.1	-3	-3	2	1	0	-3	4
Cc1cc(C)n(CCN(C)C(=O)C2CCC(=O)N(CCc3cccc(F)c3)C2)n1 (stereo not given)	-2	-1	1.3	-5	5	6	-4	2	-1	8
O=[N+]([O-])c1ccc(/C=N/N/C(=N/c2ccccn2)c2ccccn2)cc1	-2	5	0.3	-3	-4	-1	1	1	4	-4
CSc1ccccc1NC(=O)CN(C)C(=O)C1CCN(C(=O)Nc2ccccc2)CC1	-2	7	1.8	-5	3	4	4	3	-4	0
Cc1ccc(S(=O)(=O)CCNC(=O)Cc2ccc(Cl)cc2)cc1	1	2	0.5	-6	6	0	-2	-3	-9	6
CCOc1ccc(C(=O)O/N=C(\N)c2ccccn2)cc1OCC	3	-4	-3.9	-9	-3	13	-4	-2	3	-10
O=C(C1CCN(C2CCN(C/C(Cl)=C/c3ccccc3)CC2)CC1)N1CCOCC1	-1	-6	-1.9	-4	-17	-6	-3	0	-4	-2
CCCCC(=O)O[C@]1(C(=O)CO)CC[C@H]2[C@@H]3CCC4=CC(=O)CC[C@]4(C)[C@H]3[C@@H](O)C[C@@]21C	2	5	-0.6	-1	0	-1	1	-10	1	3
Brc1ccc(C[n+]2ccccc2)cc1	-2	5	1.0	-1	-9	0	10	-2	3	4
O=C(CCn1c(=O)oc2ccccc21)Nc1cccc(Br)c1	0	-4	-2.4	-3	8	3	0	1	-8	10
Cc1ccccc1CN1CCN(S(=O)(=O)c2ccc(Cl)s2)CC1	-4	-26	0.1	-3	-9	-2	-2	6	-24	-4
Cc1nn(-c2ccccc2)c(C)c1/C=N/NC(=O)CSc1nnc(SCc2cccc3ccccc23)s1	3	-13	-1.8	6	9	0	-52	1	-26	5
COC(=O)[C@]12CCCCC=C1N(CCC1=CCCCC1)C(=O)[C@H](CC(=O)NCC13CC4CC(CC(C4)C1)C3)C2	0	5	-0.1	4	6	-7	-10	4	/	3
COc1ccc(-c2cc(CNC(=O)CCl)on2)cc1	-3	-1	1.5	6	-5	-2	-5	3	-6	1
CC(C)Nc1ncnc2c1ncn2[C@H]1CN(CCN2CCOCC2)C[C@@H](CO)O1	1	6	0.5	1	-4	-8	-2	-3	/	6
Cc1ccc(-c2c(C(=O)NCc3ccccc3)oc(=O)c3ccccc23)cc1	3	-10	-2.4	2	-12	2	4	-2	-9	-2
O=C(NCc1ccco1)C1CCCN1C(=O)Nc1ccc(Cl)cc1 (stereo not given)	4	-2	0.0	0	-2	-1	6	-2	0	-3
CC(c1ccccc1)C1CC(=O)N(c2cc(Cl)ccn2)C1=O (stereo not given)	-2	-2	0.7	-10	4	-4	-4	1	6	-7
CCN1CC(CN(C)Cc2nc(-c3ccc(Cl)cc3)no2)CC1=O (stereo not given)	1	6	-0.1	-6	-3	0	-3	0	-1	-2
COCc1c(C(=O)N(C)Cc2ccccc2N2CCCC2)oc2ccccc12	0	-1	-2.0	-3	15	4	12	0	-7	3
O=C(Cc1cccs1)Nc1cccnc1	-2	-6	0.5	2	-2	2	-3	-1	3	3
Cn1ncc2c(N3CCN(c4ccccc4F)CC3)ncnc21	4	5	-0.9	-5	-2	0	1	-1	2	2
O=C(CC1SC(=Nc2ccccc2)N(CCc2ccccn2)C1=O)Nc1ccc(F)cc1 (stereo not given)	2	-20	2.6	10	-7	8	-6	7	-27	-9
O=C(COC(=O)c1c(Cl)cccc1Cl)Nc1cc(Cl)ccc1Oc1ccccc1	-4	-11	1.6	6	-16	6	-5	-1	-13	-6
CC(OC(=O)c1ccncc1)C(=O)Nc1ccc([N+](=O)[O-])cc1Cl (stereo not given)	4	-2	-2.5	-5	4	2	-1	-8	2	-1
CCc1ccc(NC2=CC(=O)CC(c3ccco3)C2)cc1 (stereo not given)	9	37*	-2.6	3	-9	0	-2	5	1	-8
CCc1nc(N2CCCCC2C)c2oc3ccccc3c2n1 (stereo not given)	7	-10	0.0	-1	-8	8	5	4	-18	-5
COc1ccc(CNS(=O)(=O)NCc2ccccc2)cc1OC	-1	-2	-3.0	-2	-6	-7	1	0	-1	1
CCOc1ccc(N/C=C/C(=O)c2cc(OC)c(OC)c(OC)c2)cc1	-1	-3	-1.2	-4	-9	4	2	-1	0	-2
CCCC(=O)OC(C(=O)Nc1cc(C(F)(F)F)ccc1Cl)c1ccccc1 (stereo not given)	-4	-3	-1.3	-5	3	-1	-5	0	11	-3
CCn1c(C)cc(/C=C2/SC(=S)N(CC(=O)O)C2=O)c1C	1	11	-2.9	16	3	/	1	-1	-6	-5
Cc1ccc(C(=O)CCC(=O)NCc2ccc(Cl)cc2)cc1	2	3	-1.4	5	-14	-5	-5	-8	-30	-3
Cc1ccc(/C=N/NC(=O)NC23CC4CC(CC(C4)C2)C3)o1	4	3	-1.9	-5	2	3	-2	0	0	6
CC(C)c1ccc(/C=C2\NC(=S)N(Cc3cccnc3)C2=O)cc1	-1	-4	-0.1	-3	4	1	0	2	/	-3
O=C(COC(=O)CSc1ccc([N+](=O)[O-])cc1)NCc1ccco1	2	4	1.8	0	9	-2	-4	6	0	4
CCN1C(=O)c2cccc3c(S(=O)(=O)Nc4ccc(OC)cc4OC)ccc1c23	0	9	-0.2	3	0	2	1	1	-13	2
COc1ccc(S(=O)(=O)NCC(=O)N(CC(=O)NCc2ccco2)Cc2ccc(F)cc2)cc1	-2	-2	0.1	-3	-5	0	15	-1	-3	0
O=S1(=O)CC(N2CCSCC2)CN1Cc1cn(Cc2ccccc2)nn1 (stereo not given)	1	5	0.7	3	4	-3	9	3	/	-1
CC1CC(C)CN(CCCNC(=O)CN2C(=O)CSc3ccc(S(=O)(=O)N4CCOCC4)cc32)C1 (stereo not given)	0	2	0.6	-2	-27	0	-1	-7	7	-5
CCn1c(SCC(=O)NC2CCCC2)nnc1-c1ccco1	-2	1	0.8	0	-2	7	4	-1	4	-5
CCn1nnnc1SCC(=O)N(C)C1CCS(=O)(=O)C1 (stereo not given)	3	-2	0.5	2	6	-2	6	-3	-3	5
COc1ccc(Nc2cc(C(=O)NCCCN3CCOCC3)c3ccccc3n2)cc1	-2	8	-5.0	0	0	3	16	0	-2	-8
O=C(NCCc1ccccn1)C1CCCN1S(=O)(=O)c1ccc(Cl)cc1 (stereo not given)	1	-4	-0.1	-3	-8	3	8	1	0	0
CCCCCCCCCC(=O)Nn1cnc2ccccc2c1=O	-1	-10	-0.7	0	0	-3	-5	-1	-11	-2
CCN(CC)C(=O)CSc1nnc(-c2ccc(S(=O)(=O)N3CCCC3)cc2)o1	-1	-6	-0.8	-4	1	-5	2	5	2	-3

Reprinted at random: four records from the list
SMILES	LEDGF integ inh	mABHD4 FP	PG9 binder	rCAG binder	TDP2 absorb	Rev-erbA mod	SIAE inh	PRMT1 inh	HTRA1 inhibitor	TCR CD3 inh
Cc1ccc(C(=O)CCC(=O)NCc2ccc(Cl)cc2)cc1	2	3	-1.4	5	-14	-5	-5	-8	-30	-3
CCCCCCCCCC(=O)Nn1cnc2ccccc2c1=O	-1	-10	-0.7	0	0	-3	-5	-1	-11	-2
CCn1nnnc1SCC(=O)N(C)C1CCS(=O)(=O)C1 (stereo not given)	3	-2	0.5	2	6	-2	6	-3	-3	5
O=S1(=O)CC(N2CCSCC2)CN1Cc1cn(Cc2ccccc2)nn1 (stereo not given)	1	5	0.7	3	4	-3	9	3	/	-1

(listing goes on)
SMILES	LEDGF integ inh	mABHD4 FP	PG9 binder	rCAG binder	TDP2 absorb	Rev-erbA mod	SIAE inh	PRMT1 inh	HTRA1 inhibitor	TCR CD3 inh
COCCN(C(=S)Nc1ccccc1OC)C1CCN(C(C)C)CC1	3	5	2.0	-2	2	1	-3	-1	2	12
CCOC(=O)C(C)NC(=O)CCc1nnc2ccc(N3CCCCC3)nn12 (stereo not given)	3	-3	-0.4	-6	-15	-1	-4	-1	3	-2
CCN(CCn1cccn1)C(=O)C1CCC(=O)N(CCc2cccc(F)c2)C1 (stereo not given)	-1	1	-2.5	-4	-5	-4	-1	3	1	0
Cc1ccc(NC(=O)c2sc3nc(CCl)[nH]c(=O)c3c2C)c(C)c1	4	0	0.1	1	-10	2	-12	1	4	1
CCOC(=O)Cc1cc(=O)n2[nH]c(-c3ccccc3)c(-c3ccccc3)c2n1	9	-6	-2.2	40*	-11	-6	-33	-5	-13	-7
COc1ccc(NC(=O)CCNS(=O)(=O)c2ccc3c(c2)CCC(=O)N3)cc1	-1	-2	1.7	-1	8	2	4	-1	4	-4
COc1cc(O)c(C(CC(=O)N2CCCC2)c2cc(OC)c(OC)c(OC)c2)c(OC)c1 (stereo not given)	0	-2	-1.8	-3	-4	-1	2	-3	-1	4

Some of the compounds tested; the hit share may differ from the screen's.
